ADAM10 inh – human ADAM10 inhibitors, primary screen, biochemical, QFRET, HTS | 370,000 compounds, 0.62% hits | recombinant ADAM10, EDANS/DABCYL FRET peptide cleavage, 3 h | Disintegrin and metalloproteinase domain-containing protein 10 (Homo sapiens), O14672 | AID 720582, 2013 | inhibition, % at 7 µM;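 active = inhibition above a per-campaign cutoff equal to the mean of compounds falling between control-based bounds plus 3 SD, cut at about 20% in these data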;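 also: 0% = DMSO wells while the 100% control is not disclosed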
Target sequence (O14672 214-748 limits assumed): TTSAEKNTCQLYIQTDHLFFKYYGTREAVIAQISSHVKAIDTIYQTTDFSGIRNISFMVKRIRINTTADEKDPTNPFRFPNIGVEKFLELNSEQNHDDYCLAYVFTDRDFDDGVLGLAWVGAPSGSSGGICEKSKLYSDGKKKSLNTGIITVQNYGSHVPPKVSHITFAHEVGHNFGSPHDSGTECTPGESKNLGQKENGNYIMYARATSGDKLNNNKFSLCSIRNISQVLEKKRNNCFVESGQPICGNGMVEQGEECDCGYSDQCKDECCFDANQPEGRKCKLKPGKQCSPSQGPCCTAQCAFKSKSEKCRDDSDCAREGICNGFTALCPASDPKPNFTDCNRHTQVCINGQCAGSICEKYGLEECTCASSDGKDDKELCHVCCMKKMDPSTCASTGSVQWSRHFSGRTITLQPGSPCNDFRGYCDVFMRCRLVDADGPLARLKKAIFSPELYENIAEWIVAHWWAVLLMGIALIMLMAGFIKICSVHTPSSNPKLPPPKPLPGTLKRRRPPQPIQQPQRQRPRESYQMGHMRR
GC-A act – GC-A stimulated cGMP production enhancers – HEK293 GC-A cells, cGMP TR-FRET, EC30 ANP, primary screen; 370,000 compounds, 0.14% hits; 0% at EC30 ANP, 100% saturating ANP; Atrial natriuretic peptide receptor 1 (Homo sapiens), P16066; activation, % at 10 µM; in the data active = activation above about 40%
SMARCA2 activ – SMARCA2 (BRM) function activators, primary screen, cell-based, luminescence, high throughput | MG213 cells, MMTV-luciferase reporter, dexamethasone, overnight | activation, % at 9.1 µM | 370,000 compounds, 1% hits; in the data active = activation above about 7.8%;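 also: 0% = vehicle wells and 100% = reference activator wells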
ssDAF12 agonist – S. stercoralis DAF-12 nuclear receptor activators, primary screen, cell-based, luminescence, HEK293, GRIP1 co-expression, lit1-tk-luc. Nuclear hormone receptor DAF-12 (Strongyloides stercoralis). HEK293 ssDAF-12/GRIP1 lit1-tk-luc reporter; % of 3 µM dafachronic acid response. activation, % at 6.8 µM. 370,000 compounds, 1% hits. AID 652126, 2013;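 active = activation above the mean over all tested compounds plus 3 SD, cut at about 0.9% in these data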;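 also: 0% = DMSO-only wells and 100% = 3 µM delta7-dafachronic acid wells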
GAA850 FXN act – FXN promoter activators, primary screen, cell-based, luciferase luminescence, HEK293 lucGAA850 | 360,000 compounds, 0.56% hits | activation, % at 6 µM | HEK293 lucGAA850 FXN promoter luciferase reporter, 24 h; percent of 10 µM SAHA response | AID 540364, 2011;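 active = activation above the average of all compounds screened plus 3 SD, cutoff fixed separately per campaign, cut at about 7.5% in these data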;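 also: 0% = DMSO wells and 100% = 10 µM SAHA wells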
DAX1 inh-1 – DAX1 (NR0B1) inhibitors on StAR promoter, primary screen, cell-based, luminescence, SF-1 (NR5A1), full-length DAX-1; HEK293T StAR-luciferase reporter, SF-1/DAX-1 repression relief; inhibition, % at 6.8 µM; 370,000 compounds, 1.1% hits; AID 652010, 2013;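 active = inhibition above the mean over all tested compounds plus 3 SD, cut at about 3.6% in these data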;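 also: 0% = DAX-1 cells with DMSO and 100% = cells lacking DAX-1 with DMSO; higher inhibition means more luminescence from relief of DAX-1 repression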
sPLA2-III inh – human group III sPLA2 inhibitors, primary screen, biochemical, QFRET, BODIPY PC-A2 liposome substrate; Group 3 secretory phospholipase A2 (Homo sapiens), Q9NZ20; QFRET BODIPY PC-A2 liposome hydrolysis, fluorescence; inhibition, % at 12.2 µM; 370,000 compounds, 0.56% hits;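 active = inhibition above mean plus 3 SD of compounds lying within the high and low control bounds, cut at about 19% in these data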;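 also: 0% = median of test compound wells and 100% = no enzyme DMSO wells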
Target sequence (Q9NZ20 whole entry, looked up): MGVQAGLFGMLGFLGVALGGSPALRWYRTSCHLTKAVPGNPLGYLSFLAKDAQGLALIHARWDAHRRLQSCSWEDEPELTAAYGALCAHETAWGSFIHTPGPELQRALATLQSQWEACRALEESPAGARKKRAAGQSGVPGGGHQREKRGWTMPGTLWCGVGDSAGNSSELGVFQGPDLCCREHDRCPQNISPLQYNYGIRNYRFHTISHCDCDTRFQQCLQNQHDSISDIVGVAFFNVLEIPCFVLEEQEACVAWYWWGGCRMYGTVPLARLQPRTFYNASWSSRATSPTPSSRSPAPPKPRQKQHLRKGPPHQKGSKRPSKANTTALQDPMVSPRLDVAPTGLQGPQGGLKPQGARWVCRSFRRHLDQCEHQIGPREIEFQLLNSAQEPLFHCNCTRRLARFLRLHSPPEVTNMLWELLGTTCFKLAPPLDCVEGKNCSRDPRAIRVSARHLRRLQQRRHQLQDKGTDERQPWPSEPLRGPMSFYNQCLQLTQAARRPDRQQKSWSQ
GC-B act – human GC-B receptor activators, primary screen, HEK293 GC-B cells, cGMP TR-FRET, EC30 CNP. 0% at EC30 CNP, 100% saturating CNP. 370,000 compounds, 0.11% hits. AID 1920062, 2024. activation, % at 10 µM;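 active = activation at 10 µM reaching about 35% in either raw or pattern-adjusted values, limit read from the data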
DAX1 inh-2 – DAX1 (NR0B1) inhibitors, primary screen, cell-based, HEK293, Gal4-DAX1, luciferase luminescence | Nuclear receptor subfamily 0 group B member 1 (Homo sapiens), P51843 | HEK293 Gal4-DAX1 luciferase reporter | inhibition, % at 6.75 µM | 340,000 compounds, 0.99% hits | AID 504766, 2011;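 active = inhibition above the mean over all tested compounds plus 3 SD, cut at about 4.2% in these data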;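 also: 0% = DAX1-transfected cells with DMSO and 100% = empty-vector control cells with DMSO; inhibition shows as a rise in luminescence from relieved DAX1 repression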
hgDAF-12 ag – H. glycines DAF-12 receptor agonists, primary screen, cell-based, luminescence, HEK293, GAL4 fusion, UAS-luciferase; AID 687014, 2013; HEK293 GAL4-hgDAF12 UAS-luciferase reporter, agonist luminescence; normalized to butyrate control; 370,000 compounds, 1.8% hits; activation, % at 6.8 µM; Nuclear hormone receptor DAF-12 (Heterodera glycines), GAL4 fusion;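 active = activation above a cutoff set at the mean of all screened compounds plus 3 SD, cut at about 10% in these data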;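 also: 0% = DMSO wells and 100% = sodium butyrate wells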
hcDAF12 agonist – H. contortus DAF-12 nuclear receptor activators, primary screen, cell-based, luminescence, HEK293, lit1-tk-luc reporter; HEK293 hcDAF-12 lit1-tk-luc reporter; 0% DMSO, 100% Δ7-dafachronic acid; activation, % at 6.8 µM; 370,000 compounds, 1.4% hits; AID 652067, 2013;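 active = activation above the mean of all tested compounds plus 3 SD, cut at about 5.5% in these data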;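 also: 100% = response to 3 µM Δ7-dafachronic acid high control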
Active calls of the source: *; i = inactive; nt = not tested or not shown. No enrichment for hits (roughly 6.6% active in at least one column).

SMILES	ADAM10 inh	GC-A act	SMARCA2 activ	ssDAF12 agonist	GAA850 FXN act	DAX1 inh-1	sPLA2-III inh	GC-B act	DAX1 inh-2	hgDAF-12 ag	hcDAF12 agonist
CCOC(=O)N1CCC(NC(=O)c2ccc3c(c2)N(Cc2ccc(F)cc2)CCS3)CC1	i	0.4	0.5	-2.2	-0.4	-1.2	4.4	0.5	-2.4	-2.2	-2.7
CC(=O)Nc1ccc(NC(=O)Nc2cc(C)cc(C)c2)cc1	-8.8	-2.8	-2.0	-1.3	2.0	-0.4	0.7	-1.7	nt	0.3	0.7
CCn1c(SCC(=O)N2CCCc3ccccc32)nc2cccnc21	-7.3	1.6	-1.6	-1.1	2.2	-0.7	0.7	6.9	-0.3	0.7	-1.3
Cc1sc2ncnc(NCC3(N4CCOCC4)CCCCC3)c2c1C	9.8	-15.2	-1.1	-0.9	0.9	2.5	8.2	-17.7	0.4	-3.9	-0.3
CCCc1nnc(NC(=O)CCC(=O)Nc2ccc(F)cc2)s1	5.6	-2.9	-1.3	-1.3	0.0	0.3	-2.0	0.8	1.2	0.8	0.8
O=C(C1CCCO1)N1CCN(C(=S)Nc2ccc(Cl)cc2Cl)CC1 (centres undefined)	-1.8	-0.9	-2.8	-1.2	1.3	-0.5	2.0	-2.5	2.7	-1.9	-0.7
O=C(COC(=O)c1ccc(F)cc1F)Nc1cc(S(=O)(=O)N2CCOCC2)ccc1Cl	3.7	-5.1	-1.6	-1.4	0.4	1.9	0.6	-7.5	-1.3	1.4	-0.7
O=C(c1ccccc1)N(CCO)Cc1cc2cc3c(cc2[nH]c1=O)OCCO3	-87.9	-1.8	-3.2	-0.8	2.7	0.8	-0.5	1.8	0.6	1.8	-0.6
CC1CCCC(NC(=O)CN2CCN(Cc3ccc(Cl)cc3)C2=O)C1C (centres undefined)	-4.1	nt	-0.9	-1.6	0.4	0.6	4.9	nt	-0.2	-0.9	1.0
O=C(/C(=C/c1ccccc1Cl)c1ccccc1)N1CCOCC1	-0.5	-5.8	-1.0	-1.6	1.8	-0.2	-4.0	-5.0	0.4	-1.2	0.2
CCOC(=O)c1cc2cc([N+](=O)[O-])cc(OC)c2oc1=O	2.0	0.5	0.3	-1.7	0.6	0.3	-1.0	0.5	0.1	6.6	-0.3
CC(C)(C)CN1C(=O)C(=O)NC[C@@H]1CC1CCCCC1	-6.3	-2.7	3.0	-0.1	nt	1.5	-0.9	-7.8	nt	-0.7	-0.2
CCOc1ccc(S(=O)(=O)N(C)c2ccc(OCC(=O)Nc3nc4ccccc4s3)cc2)cc1	2.9	1.2	-2.0	-1.0	2.7	-0.7	-7.4	4.7	0.3	1.1	1.9
CSc1cccc(CN2CCCC(C(=O)Nc3cccc(-n4cccn4)c3)C2)c1 (centres undefined)	6.4	-8.2	-1.1	-0.6	-4.3	-1.0	-21.8	-0.4	0.4	-0.5	-0.2
Cc1ccc(C23CC4CC(CC(C(=O)N(C)C)(C4)C2)C3)cc1	6.2	0.1	-2.7	-1.6	0.6	-0.6	2.0	-4.8	-1.1	0.8	-3.1
COc1ccc(NC(=O)NNC(=O)COc2ccc([N+](=O)[O-])c(C)c2)cc1OC	10.7	4.2	-0.1	-0.9	0.2	0.3	-10.5	4.2	0.6	-0.6	-1.6
Cc1c(CCC(=O)NCCCCCC(=O)O)c(=O)oc2c(C)c3oc4c(c3cc12)CCCC4	-85.8	5.9	-4.6	-1.3	-1.5	-0.2	8.9	2.1	-1.2	-0.9	-1.1
Cc1cccc2cccnc12	-5.3	-0.2	-2.3	-1.8	-0.8	-0.1	-5.3	-0.4	0.3	-3.7	-1.5
COc1ccccc1/C=C/C=N/NC(=O)c1cc(-c2ccco2)[nH]n1	-29.9	26.6	-3.3	-1.8	-0.6	0.2	-13.1	6.9	nt	-0.8	-0.8
COc1cccc(C(=O)NCC(=O)OC(C)C(=O)NC23CC4CC(CC(C4)C2)C3)c1 (centres undefined)	-14.9	-1.7	-2.8	-1.3	2.3	-0.6	-4.4	0.9	-1.6	-0.4	-1.1

Given with bars between the fields: part of the list above
SMILES | ADAM10 inh | GC-A act | SMARCA2 activ | ssDAF12 agonist | GAA850 FXN act | DAX1 inh-1 | sPLA2-III inh | GC-B act | DAX1 inh-2 | hgDAF-12 ag | hcDAF12 agonist
CC1CCCC(NC(=O)CN2CCN(Cc3ccc(Cl)cc3)C2=O)C1C (centres undefined) | -4.1 | nt | -0.9 | -1.6 | 0.4 | 0.6 | 4.9 | nt | -0.2 | -0.9 | 1.0
Cc1ccc(C23CC4CC(CC(C(=O)N(C)C)(C4)C2)C3)cc1 | 6.2 | 0.1 | -2.7 | -1.6 | 0.6 | -0.6 | 2.0 | -4.8 | -1.1 | 0.8 | -3.1
CCOc1ccc(S(=O)(=O)N(C)c2ccc(OCC(=O)Nc3nc4ccccc4s3)cc2)cc1 | 2.9 | 1.2 | -2.0 | -1.0 | 2.7 | -0.7 | -7.4 | 4.7 | 0.3 | 1.1 | 1.9
O=C(C1CCCO1)N1CCN(C(=S)Nc2ccc(Cl)cc2Cl)CC1 (centres undefined) | -1.8 | -0.9 | -2.8 | -1.2 | 1.3 | -0.5 | 2.0 | -2.5 | 2.7 | -1.9 | -0.7
O=C(c1ccccc1)N(CCO)Cc1cc2cc3c(cc2[nH]c1=O)OCCO3 | -87.9 | -1.8 | -3.2 | -0.8 | 2.7 | 0.8 | -0.5 | 1.8 | 0.6 | 1.8 | -0.6

Quoted at random: three entries already listed
SMILES	ADAM10 inh	GC-A act	SMARCA2 activ	ssDAF12 agonist	GAA850 FXN act	DAX1 inh-1	sPLA2-III inh	GC-B act	DAX1 inh-2	hgDAF-12 ag	hcDAF12 agonist
O=C(/C(=C/c1ccccc1Cl)c1ccccc1)N1CCOCC1	-0.5	-5.8	-1.0	-1.6	1.8	-0.2	-4.0	-5.0	0.4	-1.2	0.2
O=C(COC(=O)c1ccc(F)cc1F)Nc1cc(S(=O)(=O)N2CCOCC2)ccc1Cl	3.7	-5.1	-1.6	-1.4	0.4	1.9	0.6	-7.5	-1.3	1.4	-0.7
CCOc1ccc(S(=O)(=O)N(C)c2ccc(OCC(=O)Nc3nc4ccccc4s3)cc2)cc1	2.9	1.2	-2.0	-1.0	2.7	-0.7	-7.4	4.7	0.3	1.1	1.9

(next part)
SMILES	ADAM10 inh	GC-A act	SMARCA2 activ	ssDAF12 agonist	GAA850 FXN act	DAX1 inh-1	sPLA2-III inh	GC-B act	DAX1 inh-2	hgDAF-12 ag	hcDAF12 agonist
CC1CCN(S(=O)(=O)c2ccc3c(c2)CCN3C(=O)C2CCC2)CC1	-2.2	4.8	2.7	-0.9	0.1	0.7	11.5	5.5	0.6	0.9	0.2
CCOc1ccccc1N(CC(=O)N1CCC(C)CC1)S(=O)(=O)c1ccc(C)cc1	-0.8	-0.8	-1.3	-0.7	-1.0	0.0	-4.6	-6.7	0.2	-0.9	-1.4
C=C(C)CNC(=O)c1ccc(OC2CCN(C(=O)COC)CC2)cc1	1.8	6.5	-0.3	-1.4	0.8	-0.2	2.4	1.0	1.6	2.1	-1.9
Cc1cc(C)c2cc(C#N)c(NCCNC(=O)c3ccncc3)nc2c1	-270.2	1.3	-3.3	-1.6	nt	-0.7	1.9	-2.3	nt	-0.6	-3.5
CCCN(c1ccccc1F)S(=O)(=O)c1c[nH]c(C(=O)OC)c1	-7.1	-0.1	0.9	-0.7	1.3	-0.6	-9.8	-6.1	0.4	-1.3	0.1
COCCSc1nnc(-c2cnccn2)o1	-12.6	-1.1	4.5	-1.1	2.1	-0.4	2.7	7.6	0.2	0.7	0.2
COC(=O)C[C@@H]1C=C[C@H](NC(=O)Nc2ccc(OC)cc2)[C@@H](CO)O1	-16.4	2.1	-4.7	-0.3	nt	-0.7	6.9	3.6	nt	6.8	-0.5
COc1ccccc1NC(=O)Cn1c(CCC(=O)O)ccc1-c1ccccc1	-55.6	2.0	1.8	-0.6	0.3	0.2	-24.7	2.6	0.2	-3.7	2.9
CCN1CCN(Cc2nc3cc(NC(=O)COc4ccc([N+](=O)[O-])cc4)ccc3n2C)CC1	-8.7	-0.4	-2.6	-1.6	-0.6	0.1	4.6	1.7	0.1	1.3	-0.7
O=C1c2[nH]nc(-c3ccccc3O)c2C(c2ccc(F)cc2)N1Cc1ccco1 (centres undefined)	9.6	-3.0	-4.6	-1.7	-1.1	-0.5	-21.5	-18.6	-0.1	-0.7	-1.8
CCOc1ccccc1N1CCN(C(=O)Cc2ccc(S(=O)(=O)N3CCOCC3)s2)CC1	-5.3	1.3	0.3	-1.5	4.3	-1.1	-34.1	2.8	0.0	-0.3	-1.0
Cc1cc(C)[n+](Cc2ccccc2)cc1C(N)=O	-6.0	-2.9	-0.5	-1.9	2.0	0.0	0.6	5.5	-0.5	0.0	5.0
Cc1ccc(NC(=O)c2cc(C)nn2-c2ccccc2)cc1	8.1	-3.2	5.2	-1.9	2.1	0.2	2.7	5.9	-1.3	2.6	0.8
COc1cccc(/C=N/NC(=O)CC2C(=O)NN=C2C)c1OC (centres undefined)	-14.7	-1.4	-0.2	-0.6	-1.0	0.1	-0.4	4.9	0.4	2.2	-0.1
Cc1ccc(C(=O)Nc2sc3c(c2C(=O)O)CCCC3)o1	-5.1	-2.1	2.1	-1.1	-3.3	-5.2	3.7	-6.6	-1.6	-3.7	1.1
Cn1c(-c2ccc(F)cc2)cnc1SCC(=O)Nc1ccccc1	8.3	-5.1	-3.8	-1.6	-1.1	-1.0	4.7	-3.8	-2.5	-2.1	-1.0
COC(=O)c1ccc(CSc2nnc(NC(=O)C3CC(=O)N(Cc4ccc(C)cc4)C3)s2)cc1 (centres undefined)	6.9	-0.1	-2.7	-1.4	0.7	0.4	-49.4	-0.2	-0.8	-0.7	-0.9
COc1ccc(C(CC(=O)O)NC(=O)OC(C)(C)C)cc1 (centres undefined)	0.9	2.3	-2.6	-0.6	-0.1	0.1	4.7	6.5	0.9	-0.8	-0.8
